From PubChem
TAAR1 agonist: human TAAR1 agonism | Q96RJ0 | CHO RD-HGA16 TAAR1, Fluo-8 calcium fluorescence; vehicle wells 0%, saturating PEA agonist 100% | activation, % at 3 µM | hit rate 0.99% among 360,000;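 active = activation above the mean activation of all test compounds in the run plus 3 SD, cut at about 38% in these data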
Target sequence (Q96RJ0 whole entry, looked up): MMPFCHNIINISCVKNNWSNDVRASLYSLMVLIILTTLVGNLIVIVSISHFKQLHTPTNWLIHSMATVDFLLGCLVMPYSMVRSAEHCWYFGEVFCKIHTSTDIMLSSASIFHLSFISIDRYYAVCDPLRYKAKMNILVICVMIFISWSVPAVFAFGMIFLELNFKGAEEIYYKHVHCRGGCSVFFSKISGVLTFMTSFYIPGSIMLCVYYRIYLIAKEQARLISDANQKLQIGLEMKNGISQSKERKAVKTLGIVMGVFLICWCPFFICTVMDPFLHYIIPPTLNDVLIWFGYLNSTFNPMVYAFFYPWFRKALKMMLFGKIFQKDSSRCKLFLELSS
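Signal – calcium-sensitive Fluo-8 signal, excitation 470-495, emission 515-575 nm · System – RD-HGA16 (CHO) cells co-expressing Gα16 and hTAAR1 · Incubation – 17-24 h seeding, 75 min 37 °C dye, 30 min RT · Compound dosing – 3 µM single concentration · Repeats – no replicates (n 1)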
CHO-K1 Ca antag: nonselective inhibitor or artifact in parental CHO-K1 cells; inhibition, % at 3 µM; ATP-induced calcium, Fluo-8 fluorescence; AID 602250; hit rate 0.6% among 360,000;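 active = inhibition above a per-plate cutoff, the plate's mean sample inhibition plus 3 SD, cut at about 24% in these data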;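 note: 0% = DMSO plus EC80 ATP and 100% = DMSO alone without ATP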
M1 ag parental: nonselective activator or artifact in parental CHO-K1 cells. Fluo-8 calcium fluorescence; scaled to maximal ATP response, vehicle zero. activation, % at 3 µM. hit rate 0.48% among 360,000; in the data active = activation above about 15%;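 note: untransfected CHO-K1 host cells lacking M1 receptor as counterscreen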
OXTR potentiate: potentiators of human oxytocin receptor; P30559; CHO-OTR cells, Fluo-8 calcium fluorescence, potentiator mode; 0% = oxytocin EC15, 100% = EC100; activation, % at 3 µM; hit rate 0.061% among 320,000; AID 2445;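 active = activation above that plate's cutoff, the mean activation of tested compounds plus 3 SD, cut at about 6.6% in these data, passing the limit was not always enough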;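 note: 100% uses oxytocin at 75 nM as the full agonist control; some results filed as inactive read as strong as hits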
Target sequence (P30559 whole entry, looked up): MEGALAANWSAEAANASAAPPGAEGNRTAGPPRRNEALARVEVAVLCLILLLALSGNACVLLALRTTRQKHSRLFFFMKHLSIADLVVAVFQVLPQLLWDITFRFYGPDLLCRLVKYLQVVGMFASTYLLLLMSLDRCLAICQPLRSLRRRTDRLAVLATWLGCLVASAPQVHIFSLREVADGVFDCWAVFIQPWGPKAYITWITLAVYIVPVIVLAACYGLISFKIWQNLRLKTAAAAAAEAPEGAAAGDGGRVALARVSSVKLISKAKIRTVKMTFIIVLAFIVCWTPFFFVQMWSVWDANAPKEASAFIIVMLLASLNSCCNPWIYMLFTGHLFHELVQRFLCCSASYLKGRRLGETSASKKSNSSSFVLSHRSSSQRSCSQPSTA
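Material: CHO-OTR cells, human receptor; compound dosing: single dose, 3.0 µM nominal final compound concentration; schedule: 6 min compound pre-incubation at room temperature, 100 s kinetic read; measured by: kinetic Fluo-8 calcium fluorescence; read-out basis: % activation vs EC15 and EC100 oxytocin; controls: EC15 oxytocin alone as 0%, 75 nM oxytocin as 100%; replicates: singlicate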
CHRM1 agonist: agonists of human M1 muscarinic receptor | AID 588814 | CHO-K1 hM1, Fluo-8 calcium fluorescence, agonist mode; 0% DMSO, 100% acetylcholine EC100 | activation, % at 3 µM | P11229 | hit rate 0.33% among 360,000;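 active = activation above the run's mean compound activation plus 3 SD, cut at about 16% in these data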;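 note: peak over basal fluorescence ratio within a 140 s kinetic read after compound addition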
CHO-K1 Ca PAM: counter-screen for M1 PAMs: effect in parental CHO-K1 cells. ATP EC20, Fluo-8 calcium fluorescence; 0% at ATP EC20, 100% at ATP max. activation, % at 3 µM. hit rate 0.02% among 360,000. AID 602247;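 active = activation above the run cutoff, the mean activation of all test compounds plus 3 SD, cut at about 40% in these data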;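 note: peak over basal fluorescence ratio in a 140 s read after ATP addition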
V1R ag counter: counter-screen for oxytocin receptor agonists: human V1a receptor agonists; AID 2797; activation, % at 3 µM; hit rate 0.25% among 320,000; CHO-V1R cells, Fluo-8 calcium fluorescence, agonist mode; 0% DMSO, 100% 3 nM vasopressin; P37288;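 active = activation above the mean activation of all tested compounds plus 3 SD, per screening run, cut at about 20% in these data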;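 note: signal is peak over basal fluorescence ratio across a 100 second FLIPR read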
TAAR1 antag: antagonists of human TAAR1; inhibition, % at 3 µM; Q96RJ0; CHO RD-HGA16 TAAR1, Fluo-8 calcium fluorescence, antagonist; hit rate 1.5% among 360,000;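 active = inhibition above a per-plate cutoff, the mean inhibition of test compounds on that plate plus 3 SD, cut at about 49% in these data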;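 note: 0% = DMSO plus EC80 beta-PEA response and 100% = DMSO alone without agonist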
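Assay system: RD-HGA16 CHO cells with stable hTAAR1 and Gα16 / Reagent: EC80 β-phenethylamine stimulus / Doses: 3 µM, single point / Timing: dye loading 75 min at 37 °C, then 30 min room temperature / Measured by: Fluo-8 intracellular calcium dye fluorescence, real-time kinetic reads / Controls: vehicle wells and EC80 agonist wells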
CHO parental Ca: counter-screen for OX1R antagonists: effect in parental CHO cells | AID 463079 | parental CHO-K1, ATP-induced calcium, Fluo-8 fluorescence | hit rate 0.63% among 330,000 | inhibition, % at 5.6 µM;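 active = inhibition above that plate's mean sample inhibition plus 3 SD, cut at about 26% in these data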;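 note: 0% = ATP-challenged DMSO wells and 100% = DMSO wells without ATP; some compounds past the cut are filed as inactive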
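material = parental CHO cells | also added = ATP as calcium-mobilizing challenge | dosing = single point at 5.6 µM | detection = intracellular calcium via Fluo-8 no-wash fluorescent dye | read-out = % inhibition | benchmarks = low control ATP plus DMSO, high control DMSO only | repeats = one well per compound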
* hit, by the source's call; x = not tested or not shown.

Each structure is followed by: CHO parental Ca, CHO-K1 Ca PAM, TAAR1 agonist, V1R ag counter, CHO-K1 Ca antag, M1 ag parental, CHRM1 agonist, OXTR potentiate, TAAR1 antag
CCC(C)(C)NC(=O)CN(CCc1cccc(C)c1)C(=O)c1csnn1
 : -18, 13, 1, -1.0, -15, 0.5, -3, -25, -7
COc1cccc(NC(=O)CSc2ccc3nnc(-c4ccccn4)n3n2)c1
 : -13, 10, -1, 1.3, -7, 0.6, -2, -2, -21
COC(=O)[C@@]1(Cc2ccc(F)cc2)[C@H]2c3cc(C(=O)N4CCCC4)n(CCCNc4ncc(C(F)(F)F)cc4Cl)c3C[C@H]2CN1C(=O)c1ccccc1
 : -27, 15, x, -0.4, -12, 0.4, -4, -5, x
CC(C)(C)C(=O)COC(=O)c1ccc(N)c([N+](=O)[O-])c1
 : -6, 18, 5, 0.6, -5, 0.1, -4, -5, 0
COc1ccc(C2C(C(C)=O)=C(C)Nc3ncnn32)cc1[N+](=O)[O-] (centres undefined)
 : -6, 11, 1, 0.6, -1, 1.3, -2, -19, 0
CC(=O)c1cccc(S(=O)(=O)NC2CC2)c1
 : -1, 22, -1, 0.4, -10, 0.1, -8, -5, -19
Cn1c(SCC(=O)NCc2ccc3c(c2)OCO3)nnc1-c1cc2ccccc2cc1O
 : -13, 14, 12, 7.4, 2, 2.5, -4, -7, 8
CC(=O)Nc1ccc(S(=O)(=O)N(C#N)c2nc(C)cc(C)n2)cc1
 : -2, 26, 0, 0.6, -10, 2.1, -5, -21, -8
N#CC1=C(SCc2ccccc2)NC(=O)CC1c1cccc(O)c1 (centres undefined)
 : -2, 9, 6, 1.9, -18, 1.9, -2, -3, 29
COc1ccccc1CC1CC(=O)N(c2cccc(Cl)c2C)C1=O (centres undefined)
 : -8, 7, -1, 1.0, -3, 0.4, 2, 0, -3
CCCOC(=O)c1ccc(NC(=O)C(=O)NCCN(CC)CC)cc1
 : -8, 15, 5, 2.0, -8, 1.8, -6, -1, -18
CC(CN1CCCCCC1)C(=O)NN (centres undefined)
 : 7, -15, 4, 0.7, 4, -0.1, -3, -3, -32
C=CCn1c(SCC(=O)NC(=O)c2cccn2C)nc2ccccc2c1=O
 : -13, 4, 10, 3.3, -15, 2.3, -12, -8, -5
O=C(CNC(=O)c1ccccc1)OCc1nnc(-c2ccc(Cl)cc2)o1
 : -8, 6, -1, 0.6, -20, 0.3, -3, -8, 10
O=Cc1cn(-c2ccccc2)nc1-c1cc2cc(O)ccc2oc1=O
 : 4, 4, 10, 8.8, -7, 1.4, -8, -5, 23
CCC(C)[C@H](NC(=O)NCc1ccc(Cl)cc1)C(=O)OC (some centres undefined)
 : -12, -2, 0, 0.1, 11, -0.4, -2, -22, 14
COc1ccc(C/C(C)=N/NC(=S)Nc2ccccc2F)cc1
 : -5, 12, 1, -1.1, -5, 0.8, -6, -18, -18
C=CCNC(=O)CN1C2CCCC1CC(NC(=O)c1ccccc1C)C2 (centres undefined)
 : -2, -4, 7, -0.2, 7, 0.1, -4, -3, 6
COc1ccc(C(=O)N2CCc3cc(OC)c(OC)cc3C2)cc1OC
 : -7, 15, 8, 0.5, -15, 0.4, -1, -6, -3
O=C(NC12CC3CC(CC(C3)C1)C2)c1cccnc1Cl
 : 0, 5, 1, 0.6, -11, 0.3, -2, -12, 10
Cc1ccccc1CNC1CCCCC1
 : -8, -7, 1, 0.8, 8, -0.2, -8, -8, -12
Cn1cc(Cl)c(-c2n[nH]c(=S)n2C2CCCCC2)n1
 : 13, 35, 13, -0.4, -23, 1.5, -15, -10, 11
Cn1c(SCC(=O)NCc2ccco2)nnc1-c1cccs1
 : 1, 18, 3, -0.3, -2, 0.5, -4, -5, -8
c1ccc(-c2noc(CN3CCN(c4cnccn4)CC3)n2)cc1
 : 3, -3, 13, 1.5, 5, 0.6, 0, -7, 3
CCSc1cc(N2CCCC2)nc(-c2ccccc2)n1
 : -23, 25, 1, -0.3, -11, 0.7, -3, -3, -2
Cc1cc(OC(=O)c2c(Cl)cc(Cl)cc2Cl)nc(C)n1
 : -9, 22, 3, -1.3, -21, 0.1, -4, -3, -11
COc1cc(OC)c(CN2CCN(c3ccc(F)cc3)CC2)cc1Br
 : -9, 5, 0, -0.9, 16, 0.1, -5, -4, 11
NNC(=O)C12CC3CC(C1)CC(n1ncnn1)(C3)C2
 : -24, 14, 2, -1.4, -4, -0.1, -7, -4, -17
Cc1ccc(-c2cc(C(=O)Nc3ccccn3)c3ccccc3n2)o1
 : -12, 12, 11, 1.0, -11, 3.4, 0, -16, 47
O=C(Nc1ccc(F)cc1)c1cccnc1N1CCCCC1
 : -5, 8, 2, -1.5, -26, -0.4, -6, 0, 7

Looked up by compound from above, 2 records:
Each structure is followed by: CHO parental Ca, CHO-K1 Ca PAM, TAAR1 agonist, V1R ag counter, CHO-K1 Ca antag, M1 ag parental, CHRM1 agonist, OXTR potentiate, TAAR1 antag
C=CCNC(=O)CN1C2CCCC1CC(NC(=O)c1ccccc1C)C2 (centres undefined)
 : -2, -4, 7, -0.2, 7, 0.1, -4, -3, 6
COc1ccc(C(=O)N2CCc3cc(OC)c(OC)cc3C2)cc1OC
 : -7, 15, 8, 0.5, -15, 0.4, -1, -6, -3

Carrying on.
Each structure is followed by: CHO parental Ca, CHO-K1 Ca PAM, TAAR1 agonist, V1R ag counter, CHO-K1 Ca antag, M1 ag parental, CHRM1 agonist, OXTR potentiate, TAAR1 antag
COc1ccc(NCc2ccc([N+](=O)[O-])s2)cc1
 : -6, 15, 1, 0.2, 0, 0.8, -6, -4, -7
Cc1nc(-c2coc3c(CN(C)C)c(O)ccc3c2=O)cs1
 : 1, 14, 3, -0.3, -6, 0.4, 2, -1, -11
COc1cc(CCC(=O)OCC(=O)NC(=O)c2ccc(Cl)cc2)cc(OC)c1OC
 : -11, -8, 5, 3.2, 3, 3.4, -6, -8, 8
Cc1ccccc1C(=O)N=c1ccn(-c2nc3ccccc3nc2NS(=O)(=O)c2ccc(F)cc2)cc1
 : -7, 5, 9, -0.5, -5, 0.3, -3, -2, 4
O=C(Nc1ccc(Br)cc1)N1CCCCCC1
 : -1, -9, 5, 0.7, -3, 2.1, -3, 2, 2
CCc1ccc(NC(=S)NC(=O)c2c(-c3ccccc3Cl)noc2C)cc1
 : -39, 7, 7, 1.6, 0, 2.6, -3, -8, -26
O=[N+]([O-])c1ccc(N/N=C/c2sc(N3CCOCC3)nc2-c2ccccc2)c(S(=O)(=O)Nc2ccccc2Cl)c1
 : x, -9, 14, x, 6, -0.2, -5, x, 15
Cc1ccc(NC(=O)CCCSc2nc3ccccc3[nH]2)cc1
 : -12, 16, 22, 1.7, -1, 2.5, -8, 1, 4
Fc1ccc(-c2nc3c(Cl)cc(C(F)(F)F)cn3c2Cc2cccc(F)c2)cc1
 : x, -3, 5, x, -3, -0.1, 2, x, -33
Cc1cc(NC(=O)CCC2CCCCC2)no1
 : -9, 13, 21, -1.9, -7, 0.5, -1, -5, -4
CCOc1ccc(N2C(=O)CC(Sc3nc(CC(C)C)ccc3C#N)C2=O)cc1 (centres undefined)
 : -5, 21, 8, 0.0, -5, 0.0, -4, -1, -3
CCOc1ccc(NC(=O)c2ccc(Br)o2)c([N+](=O)[O-])c1
 : -15, 4, 3, -0.2, -4, 0.4, -1, -8, 0
CC1(C(=O)NS(=O)(=O)c2ccccc2)CCN1C(=O)Cc1cccs1 (centres undefined)
 : x, -3, 2, x, 9, 0.3, -1, x, -19
Cc1ccc(C(=O)NCC(=O)OCC(=O)N2CC(C)OC(C)C2)cc1 (centres undefined)
 : -14, -9, 0, 0.1, 3, 0.4, -4, -12, 8
O=C(CSCc1c(F)cccc1Cl)NCCc1ccccc1
 : -11, -8, 43*, 0.5, -1, 0.9, -5, -1, 12
C[C@@H]1CN([C@H](C)CO)C(=O)CCCn2nncc2CO[C@H]1CN(C)S(=O)(=O)c1ccccc1
 : x, 0, 0, x, 8, 0.2, -8, x, 4
CC(=O)c1cccc(N(C(=O)CNC(=O)c2cccs2)C(C(=O)NCC2CCCO2)c2ccccc2)c1 (centres undefined)
 : -12, 8, 6, 2.3, 1, -0.4, -3, -13, -29
CC1CC(C)CN(S(=O)(=O)CCNC(=O)c2ccc3c(c2)OCO3)C1 (centres undefined)
 : -9, 9, 0, 0.8, -3, 1.1, -4, -4, -1
CCCC1NC(=O)NC(C)=C1C(=O)OCC (centres undefined)
 : -8, -1, 1, 1.3, -6, 0.0, -3, -2, 11
Nc1[nH]c(C(=O)c2ccccc2)c(-c2ccc(Cl)cc2)c1C(=O)NCCc1c[nH]c2ccccc12
 : x, 19, 7, x, -9, 1.3, x, x, 13
CCOc1ccc(C2C(C(=O)OC)=CN(C(C)c3ccccc3)C=C2C(=O)OC)cc1 (centres undefined)
 : -7, 0, -1, -1.3, -24, -0.8, -5, -16, 4
CCCOc1ccc(/C(O)=C2/C(=O)C(=O)N(CCCn3ccnc3)C2c2cccnc2)cc1 (centres undefined)
 : -12, 11, 2, 0.6, 1, 0.4, -1, -11, -43
CCOC(=O)C(NC(=O)CC)(Nc1ccccc1)C(F)(F)F (centres undefined)
 : -14, 10, 2, -0.3, -3, 0.7, -4, -4, -35
CN(C)S(=O)(=O)c1ccc(N2CCCC2)c(C(=O)Nc2ccccc2F)c1
 : -10, 8, 4, 0.3, -3, 0.7, -6, 0, -5
COc1ccc(NC2=Nc3cccc4cccc2c34)cc1OC
 : -24, 13, 0, 1.9, -5, 1.1, -2, -8, -25
Cn1cc(CCCC(=O)NCc2ccccc2)c2ccccc21
 : -2, 3, -3, -0.1, 4, 0.1, -3, -14, -4
